BoNT A protease = blocks Botulinum neurotoxin A light chain protease; multiplex microsphere protease substrate cleavage, flow cytometry; actives 0.17% (n = 360,000); inhibition, % at 10 µM; further: plate controls were buffer without enzyme for full effect and enzyme alone for no effect
Anthrax LF inh2 = anthrax lethal factor protease inhibition; AID 588501; inhibition, % at 10 µM; P15917; actives 0.12% (n = 360,000); multiplex microsphere protease cleavage assay, LF; further: plate controls were buffer without enzyme for full effect and enzyme alone for no effect
Y pestis TopoI = inhibitors of Yersinia pestis topoisomerase I; Y. pestis Topo-I cleavage product accumulation, plate reader; activity, % at 10 µM; actives 0.064% (n = 360,000); AID 504884; in the data active means activity above about 50%, passing the limit was not always enough; inconclusive means no clear call, values can overlap the other calls; further: inactives centre near 2
PriA SSB inh = blocks PriA binding to SSB C-terminal tail; AlphaScreen SSBct-PriA binding, biotinylated peptide; inhibition, % at 33 µM; actives 0.6% (n = 430,000); AID 1272365; in the data active means inhibition mostly above about 37%, no sharp cut-off; inactive means mostly below about 20%;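 further: plate controls were negative control peptide for no effect and reference peptide for full effect; strong numbers were not always called active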
DUSP3 inh = blocks human VHR1 dual specificity phosphatase. P51452. recombinant VHR phosphatase, pNPP absorbance. inhibition, % at 13.3 µM. actives 0.52% (n = 290,000). AID 1654; in the data active means inhibition above about 50%; further: some compounds called inactive have numbers as strong as hits
BH1578 lux ind = inducers of Vibrio cholerae quorum light production without autoinducers | V. cholerae BH1578 lux reporter, luminescence, 6 h | activation, % at 18.7 µM | actives 0.16% (n = 350,000); in the data active means activation mostly above about 9.7%, no sharp cut-off; inconclusive means no clear call, values can overlap the other calls; inactive means mostly below about 3.7%; further: not every result past the cut was called active; inactives centre near 0; reference of the scale not given here
PfHsp40 yeast = rescue of PfHsp40-mediated yeast toxicity; S. cerevisiae expressing PfHsp40, growth rescue, ATP luminescence; growth rescue, % at 12.5 µM; actives 0.68% (n = 340,000); AID 504582; in the data active means growth rescue above about 28%, passing the limit was not always enough; inconclusive means no clear call, values can overlap the other calls;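 further: yeast W303a lacking pdr1 and pdr3 grown in galactose medium; growth measured after three days at 30 °C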
TcdB inh = inhibitors of Clostridioides difficile toxin B glycohydrolase; P18177; TcdB glycohydrolase enzymatic assay, plate reader; inhibition, % at 9.99 µM; actives 0.24% (n = 350,000); AID 652162; in the data active means inhibition above about 10%
Target sequence (P18177 whole entry, looked up): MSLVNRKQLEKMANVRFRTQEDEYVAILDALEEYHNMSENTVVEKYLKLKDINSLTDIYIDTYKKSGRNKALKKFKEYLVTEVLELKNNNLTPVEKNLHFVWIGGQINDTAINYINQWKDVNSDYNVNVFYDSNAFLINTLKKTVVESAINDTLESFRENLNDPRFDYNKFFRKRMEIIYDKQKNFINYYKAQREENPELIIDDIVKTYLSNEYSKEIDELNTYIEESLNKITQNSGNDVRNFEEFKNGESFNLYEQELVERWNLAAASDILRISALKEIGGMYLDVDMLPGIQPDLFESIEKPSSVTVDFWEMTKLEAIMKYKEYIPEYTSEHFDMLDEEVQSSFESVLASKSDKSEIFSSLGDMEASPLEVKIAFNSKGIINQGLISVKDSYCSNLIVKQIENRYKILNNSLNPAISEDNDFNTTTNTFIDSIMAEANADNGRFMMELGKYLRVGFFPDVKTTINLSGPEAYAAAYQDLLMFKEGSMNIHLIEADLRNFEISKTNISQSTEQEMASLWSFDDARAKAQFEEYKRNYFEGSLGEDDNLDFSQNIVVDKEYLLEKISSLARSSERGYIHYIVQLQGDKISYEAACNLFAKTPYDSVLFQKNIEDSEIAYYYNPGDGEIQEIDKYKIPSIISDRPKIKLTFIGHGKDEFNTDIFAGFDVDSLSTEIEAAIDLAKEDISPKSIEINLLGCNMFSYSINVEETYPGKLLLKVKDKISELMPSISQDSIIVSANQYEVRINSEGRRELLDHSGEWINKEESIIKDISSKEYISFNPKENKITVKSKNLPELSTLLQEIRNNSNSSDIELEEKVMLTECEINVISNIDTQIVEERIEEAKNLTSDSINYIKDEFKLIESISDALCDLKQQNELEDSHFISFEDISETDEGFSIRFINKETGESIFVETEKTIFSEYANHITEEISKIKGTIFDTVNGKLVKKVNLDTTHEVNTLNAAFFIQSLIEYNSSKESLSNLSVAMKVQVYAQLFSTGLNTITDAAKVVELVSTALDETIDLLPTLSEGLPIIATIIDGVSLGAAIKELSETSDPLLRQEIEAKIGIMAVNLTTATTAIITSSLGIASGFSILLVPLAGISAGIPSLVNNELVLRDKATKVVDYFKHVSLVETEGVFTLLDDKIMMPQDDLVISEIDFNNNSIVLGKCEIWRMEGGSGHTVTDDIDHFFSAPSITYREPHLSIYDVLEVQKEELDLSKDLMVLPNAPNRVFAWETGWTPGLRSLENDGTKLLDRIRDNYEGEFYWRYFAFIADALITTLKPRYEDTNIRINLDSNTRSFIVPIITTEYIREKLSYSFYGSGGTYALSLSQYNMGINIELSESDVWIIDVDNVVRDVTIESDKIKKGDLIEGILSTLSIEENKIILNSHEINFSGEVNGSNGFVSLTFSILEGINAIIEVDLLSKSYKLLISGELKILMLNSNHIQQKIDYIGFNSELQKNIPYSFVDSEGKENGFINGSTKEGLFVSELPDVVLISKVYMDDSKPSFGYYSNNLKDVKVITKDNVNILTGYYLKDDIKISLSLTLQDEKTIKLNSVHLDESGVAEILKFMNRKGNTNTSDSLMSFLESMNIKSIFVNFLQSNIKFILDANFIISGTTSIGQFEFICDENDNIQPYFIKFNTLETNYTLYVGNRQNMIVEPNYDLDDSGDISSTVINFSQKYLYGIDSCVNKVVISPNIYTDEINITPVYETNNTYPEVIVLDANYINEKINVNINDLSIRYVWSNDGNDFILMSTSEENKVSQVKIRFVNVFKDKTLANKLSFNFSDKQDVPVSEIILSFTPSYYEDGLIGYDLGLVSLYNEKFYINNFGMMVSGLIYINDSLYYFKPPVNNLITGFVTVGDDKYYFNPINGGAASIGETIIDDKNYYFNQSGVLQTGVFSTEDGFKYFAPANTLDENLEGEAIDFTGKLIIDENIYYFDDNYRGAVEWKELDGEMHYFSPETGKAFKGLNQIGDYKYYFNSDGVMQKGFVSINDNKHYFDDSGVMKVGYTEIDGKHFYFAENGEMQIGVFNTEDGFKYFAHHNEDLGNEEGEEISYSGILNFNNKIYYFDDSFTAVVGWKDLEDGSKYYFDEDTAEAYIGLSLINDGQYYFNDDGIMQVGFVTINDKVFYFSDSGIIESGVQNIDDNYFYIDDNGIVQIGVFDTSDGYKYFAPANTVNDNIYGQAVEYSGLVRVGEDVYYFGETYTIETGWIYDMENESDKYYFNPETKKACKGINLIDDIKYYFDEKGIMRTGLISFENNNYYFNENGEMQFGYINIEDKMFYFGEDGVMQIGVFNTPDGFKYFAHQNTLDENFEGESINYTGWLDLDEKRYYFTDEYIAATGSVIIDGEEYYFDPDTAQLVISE
SARS 3CLpro inh = SARS-CoV 3CLpro protease inhibition | inhibition, % at 6 µM | recombinant SARS-CoV 3CLpro, quenched FRET peptide cleavage | P0C6X7 | actives 0.14% (n = 290,000); in the data active means inhibition above about 12%
CCHFV vOTU inh = CCHFV vOTU protease inhibition. AID 651958. actives 0.55% (n = 370,000). Pep-AMC fluorescence. inhibition, % at 11.5 µM; in the data active means inhibition above about 30%; further: 0% = vehicle wells with enzyme and 100% = no enzyme wells
Active calls of the source: *; i = inactive; ? = inconclusive; · = no result given; & = joins results of further samples. Unless noted, no stated cut-off is given here; in the data, active means inhibition above about 30%; inconclusive means no clear call, values can overlap the other calls; inactive means below that. The list is partial. The share of hits here may be higher or lower than overall.

Every second line gives: BoNT A protease	Anthrax LF inh2	Y pestis TopoI	PriA SSB inh	DUSP3 inh	BH1578 lux ind	PfHsp40 yeast	TcdB inh	SARS 3CLpro inh	CCHFV vOTU inh
#1 C#CCOCCOCCOCCNc1nc(N2CCN(C(=O)C([C@@H](C)CC)n3cc(C(N)Cc4ccc(O)cc4)nn3)CC2)nc(N2CCN(C(=O)[C@H](CCC(=O)O)n3cc(C(N)[C@H](C)CC)nn3)CC2)n1 (stereo not given in full)
    -0.5	2	12	4	16	i	-3.2	0.3	-5	-3
#2 CCOC(=O)C1=C(C)NC(C)=C(C(=O)OCC)C1C(=O)OCC(=O)N1CCc2ccccc21
    -0.1	0	7	-2	2	-0.3	0.1	·	0	-5
#3 CN(c1ccc(OCC(=O)OCC(=O)Nc2cccc([N+](=O)[O-])c2)cc1)S(=O)(=O)c1ccc(F)cc1
    0.2	-6	-3	-1	16	-0.2	0.2	0.0	3	10
#4 CC[C@H](C)[C@H](NC(N)=O)C(=O)Nc1ccc(NC(C)=O)cc1
    1.1	-4	1	0	27	-0.3	-0.2	-0.6	2	0
#5 CCCc1cc(=O)[nH]c(/N=C(/NC(=O)C(C)N2C(=O)c3ccccc3C2=O)Nc2ccccc2)n1 (stereo not given)
    -0.6	0	3	·	-18	i	-0.9	·	2	6
#6 COc1ccc(NC(=O)C(=O)N2N=C3CCCCC3C2(O)C(F)(F)F)cc1 (stereo not given)
    1.0	0	5	1	22	-0.4	0.1	1.0	-1	-5
#7 COC(=O)C1CC(c2ccccc2)N(c2ccccc2)O1 (stereo not given)
    -0.2	-2	6	·	·	0.7	·	0.8	·	-11
#8 Cn1c(CCN2CCOCC2)nc2cc(NC(=O)COc3ccc(Cl)cc3)ccc21
    -0.4	5	3	5	22	·	0.5	·	2	-3
#9 Cc1cc(O)c2c(c1)CC1C3CCC4CC(=O)CCC4(C)C3CC(=O)C21C (stereo not given)
    0.3	0	12	-9	·	i	-1.1	1.5	·	6
#10 COCCN(CC(=O)Nc1cccc(C)c1C)C(=O)/C=C/c1ccc2c(c1)OCCO2
    0.0	-2	4	·	·	4.5	·	0.9	·	-4
#11 C/C=C/C=C(/NC(=O)c1ccccc1)C(=O)Nc1ccccc1
    -3.1	-3	-1	-8	7	i	0.2	1.3	-1	21
#12 COC(=O)c1c(C)nc2c(c(SC)nn2-c2ccccc2)c1N
    0.3	-2	-9	-17	-34	·	-0.8	·	-1	0
#13 O=C(NCc1cccnc1)c1ccc(CN2CCc3ccccc3C2)cc1
    0.7	-3	8	-12	-26	-0.3	0.7	·	4	-4
#14 COc1ccc(C(=O)OCC(=O)Nc2ccc([N+](=O)[O-])cc2OC)c(O)c1
    0.1	0	-1	-27	13	-0.2	-2.2	0.9	-6	-4
#15 COc1ccc(C(NC(=O)c2c(F)c(F)c(F)c(F)c2F)c2ccccc2)cc1 (stereo not given)
    -0.3	1	8	-22	0	-0.4	8.4	0.3	6	-1
#16 COc1cc(/C=N/n2c(C3CCCCC3)n[nH]c2=S)cc(Br)c1O
    -0.4	0	13	·	27	1.3	0.0	0.5	9	8
#17 N#Cc1c(Cl)cccc1N1CCSCC1
    -0.3	-7	·	·	·	·	·	0.8	·	-5
#18 O=C(Nc1ccc(F)cc1F)c1ccc(COc2c(F)c(F)cc(F)c2F)o1
    -0.5	-3	-3	-26	36	i	2.7	·	-3	-5
#19 CC1=C(C#N)C(c2cccnc2)C2=C(N1)c1ccccc1C2=O (stereo not given)
    -1.0	-4	-3	-2	20	-0.4	-0.5	0.6	1	-8
#20 O=c1[nH]cnc2c1ncn2-c1ccc(N(CCO)CCO)cc1
    0.1	-2	9	-10	·	1.9	0.1	-1.3	·	-1
#21 COc1ccc(C(=O)Nc2ccc(S(=O)(=O)N3CCCCC3C)cc2)c(OC)c1OC (stereo not given)
    -4.9	-13	-2	-1	7	i	6.6	·	-5	7
#22 COC(=O)C1CCC(=O)N1C(c1ccc(OC)cc1)c1cc(OC)c(OC)c(OC)c1 (stereo not given)
    -0.4	-9	-5	-25	·	i	-1.1	1.1	·	-6
#23 CC(C)NC(=O)CC(=O)NN=C1CCCCC1
    -2.3	-2	5	-6	20	-0.3	0.3	-1.4	2	0
#24 COc1ccc(OC2C(=O)N(c3cc(C)ccc3C)C2c2ccc(OC)c(OC)c2)cc1 (stereo not given)
    -0.4	0	29	1	7	-0.3	-2.1	·	6	-6
#25 COc1cc(NC(=O)COC(=O)/C=C/c2ccccc2Cl)cc(OC)c1
    0.4	-2	22	-9	-6	-0.3	-1.2	·	3	24
#26 O=C(NCc1ccc(F)cc1)C(c1ccc(Cl)cc1)N(C(=O)c1csnn1)C1CC1 (stereo not given)
    -2.0	-1	-3	-7	12	-0.1	-0.8	-0.8	7	1
#27 CCOC(=O)CCCCCC(=O)Nc1ccc2c(c1)C(=O)N([C@H](C)CO)C[C@@H](C)[C@@H](CN(C)C(=O)CCC(F)(F)F)OCCCC[C@H](C)O2
    0.0	-1	31	·	·	-1.1	·	-3.4	·	21
#28 CCN(CC(=O)Nc1ccc2c(c1)OCCO2)Cc1cc(=O)oc2cc(C)c(C)cc12
    -1.4	-7	39	6	-15	i	0.1	·	-1	0
#29 Cc1ccc2cccc(S(=O)(=O)n3nc(C)cc3C)c2n1
    -0.6	0	4	-8	0	-0.3	0.5	·	1	-4
#30 O=C(NCCN1CCOCC1)c1ccc(CS(=O)(=O)c2ccc(Br)cc2)o1
    -0.4	-11	11	5	·	-0.2	-2.3	0.5	1	-2

Next entries follow.
Every second line gives: BoNT A protease	Anthrax LF inh2	Y pestis TopoI	PriA SSB inh	DUSP3 inh	BH1578 lux ind	PfHsp40 yeast	TcdB inh	SARS 3CLpro inh	CCHFV vOTU inh
#31 CC1(C)Cc2cccc(OCC(=O)OCC(=O)NCc3ccccc3)c2O1
    -2.8	-2	9	-1	0	i	0.1	2.4	2	-13
#32 NCCCC[C@@H]1NC(=O)[C@H](CCC(=O)O)NC(=O)c2cc([N+](=O)[O-])cc(I)c2NCC[C@@H](C(N)=O)NC1=O
    0.0	-2	-6	4	8	i	0.2	·	5	·
#33 Cc1ccccc1N(C(=O)c1ccccn1)C(C(=O)NCc1ccccc1)c1cccnc1 (stereo not given)
    0.1	-8	9	2	15	5.6	-0.2	1.2	0	-6
#34 FC(F)(F)c1cccc(N2CCN(C(=S)NC3CCCC3)CC2)c1
    -0.5	-9	1	-8	-9	-0.2	1.5	·	5	19
#35 CC(C)NC(=O)c1ccc(N2CC3CC(C2)c2cccc(=O)n2C3)c([N+](=O)[O-])c1 (stereo not given)
    0.5	-1	2	-3	21	-1.3	-1.7	1.9	0	-11
#36 N#Cc1ccc(OCC(=O)NNC(=S)NC(=O)C2CC2)cc1
    -0.5	-1	0	-11	·	-1.0	-0.3	1.8	·	0
#37 O=c1ccc2ccc(OCCOc3cccc(Cl)c3)cc2o1
    -1.1	-2	0	-21	16	-0.3	-0.8	-0.5	4	-23
#38 O=C(NCc1ccco1)/C(=C/c1cccnc1)NC(=O)c1cccc(Br)c1
    2.4	2	3	-22	21	-0.3	-2.8	0.3	7	-3
#39 CCCCC(CCCCl)C(=O)Nc1ccccc1 (stereo not given)
    0.3	-4	0	-20	10	-0.3	0.4	0.1	0	-22
#40 CN(C)c1ccc(/C=[N+](\[O-])C(C)(C)/C=N/O)cc1
    -0.1	1	-2	·	10	i	-0.3	·	0	7
#41 O=C(NCc1ccc(Cl)nc1)c1ccc2sc([C@@H]3O[C@H](CO)[C@H](O)[C@H](O)[C@H]3O)nc2c1
    -0.1	7	-3	·	·	0.0	·	-0.5	·	-18
#42 CNc1n[nH]c(-c2ccccc2)n1
    -0.2	-4	7	·	·	i	·	1.3	·	5
#43 COc1ccc(-c2nc(CN3CCC(C(=O)NC4CCCC4)CC3)c(C)o2)cc1OC
    0.0	-3	-8	-11	-4	i	0.2	-12	-5	14
#44 O=C(OCc1ccccc1)/C(=C/c1ccccc1Cl)NC(=O)c1ccco1
    1.2	-2	22	-10	5	-0.9	0.4	-0.8	6	8
#45 Cc1cc(C(=O)NCC2COc3ccccc3O2)c2ccccc2n1 (stereo not given)
    0.8	-2	9	0	14	-0.7	0.4	0.1	6	2
#46 CN(Cc1nc(-c2cccnc2)no1)S(=O)(=O)c1ccccc1
    0.0	1	4	-4	13	-0.7	0.4	·	-1	19
#47 CC(C)C(=O)N1CCN(c2ccc(NC(=O)c3ccc4c(c3)OCCO4)cc2Cl)CC1
    ?	-5	2	-5	25	-2.2	0.7	·	3	-7
#48 C=C[C@@H]1c2cc(C)ccc2N(S(=O)(=O)c2ccc(C)cc2)[C@H](c2ccccc2C(F)(F)F)C1(C#N)C#N
    0.2	-8	6	-9	·	-0.3	-1.8	-1.0	·	-10
#49 COc1ccc(N=Nc2nc(-c3ccccc3)c(-c3ccccc3)[nH]2)cc1
    1.2	-5	-9	54	-2	-0.6	0.0	1.9	2	11
#50 COCCCN1CC(=O)N2C(c3cccc(OC)c3OC)c3[nH]c4ccccc4c3C[C@H]2C1=O (stereo not given in full)
    -1.5	7	27	3	·	-1.4	0.4	-1.8	1	-6
#51 CN1C(=O)C(=Cc2sc(=O)n(-c3ccccc3)c2N2CCCCC2)C(=O)N(C)C1=O
    -7.5	-24	15	-3	-14	1.2	1.4	1.2	1	8
#52 COc1cccc(NC(=O)CSc2nccn2-c2cccc(OC)c2)c1
    -0.9	-3	8	29	21	i	-0.1	·	5	0
#53 C[C@@H]1CN([C@@H](C)CO)C(=O)CCCn2nncc2CO[C@H]1CN(C)C(=O)C1CC1
    0.3	-1	-8	·	·	i	·	0.0&-0.3	·	-5
#54 CCc1cc2c(COC(=O)c3cc(S(=O)(=O)N4CCOCC4)ccc3F)cc(=O)oc2cc1O
    5.1	-4	-3	4	·	i	-1.3	-0.1	·	-22
#55 Cc1ccc(S(=O)(=O)N2CCC(C(=O)OCC(=O)N3CCCC3=O)CC2)cc1C
    ·	·	1	-2	·	0.4	-0.5	-2.4	·	8
#56 CCOC(=O)c1[nH]c2ccc(OC)cc2c1NC(=O)CCN1CCC(C)CC1
    ·	·	·	-7	8	·	·	·	-1	-16

An excerpt from above in order of heavy-atom count, rising.
Every second line gives: BoNT A protease	Anthrax LF inh2	Y pestis TopoI	PriA SSB inh	DUSP3 inh	BH1578 lux ind	PfHsp40 yeast	TcdB inh	SARS 3CLpro inh	CCHFV vOTU inh
#40 CN(C)c1ccc(/C=[N+](\[O-])C(C)(C)/C=N/O)cc1
    -0.1	1	-2	·	10	i	-0.3	·	0	7
#36 N#Cc1ccc(OCC(=O)NNC(=S)NC(=O)C2CC2)cc1
    -0.5	-1	0	-11	·	-1.0	-0.3	1.8	·	0
#46 CN(Cc1nc(-c2cccnc2)no1)S(=O)(=O)c1ccccc1
    0.0	1	4	-4	13	-0.7	0.4	·	-1	19
#31 CC1(C)Cc2cccc(OCC(=O)OCC(=O)NCc3ccccc3)c2O1
    -2.8	-2	9	-1	0	i	0.1	2.4	2	-13
#56 CCOC(=O)c1[nH]c2ccc(OC)cc2c1NC(=O)CCN1CCC(C)CC1
    ·	·	·	-7	8	·	·	·	-1	-16
#53 C[C@@H]1CN([C@@H](C)CO)C(=O)CCCn2nncc2CO[C@H]1CN(C)C(=O)C1CC1
    0.3	-1	-8	·	·	i	·	0.0&-0.3	·	-5
#51 CN1C(=O)C(=Cc2sc(=O)n(-c3ccccc3)c2N2CCCCC2)C(=O)N(C)C1=O
    -7.5	-24	15	-3	-14	1.2	1.4	1.2	1	8
#41 O=C(NCc1ccc(Cl)nc1)c1ccc2sc([C@@H]3O[C@H](CO)[C@H](O)[C@H](O)[C@H]3O)nc2c1
    -0.1	7	-3	·	·	0.0	·	-0.5	·	-18
#33 Cc1ccccc1N(C(=O)c1ccccn1)C(C(=O)NCc1ccccc1)c1cccnc1 (stereo not given)
    0.1	-8	9	2	15	5.6	-0.2	1.2	0	-6
